# Screens from PubChem BioAssay.
# PAFAH1B2 FP inh – PAFAH1B2 enzyme inhibitors, primary screen, biochemical, fluorescence polarization, human. Platelet-activating factor acetylhydrolase IB subunit alpha2 (Homo sapiens), P68402. recombinant PAFAH1B2, FP-rhodamine activity probe. inhibition, % at 3.39 µM. 1.2% of 340,000 active. AID 492953, 2010;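 active = inhibition above the mean of all tested compounds plus 3 SD, cut at about 24% in these data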;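 also: 0% = enzyme with DMSO and 100% = wells lacking PAFAH1B2; many of its hits are not listed in these tables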
# LYPLA1 counter – LYPLA1 inhibitors, primary screen, counter-screen for PME1 inhibitor project, biochemical, fluorescence polarization, FP-Rh probe ABPP | Acyl-protein thioesterase 1 (Homo sapiens), O75608 | recombinant LYPLA1 | inhibition, % at 5.9 µM | 0.16% of 320,000 active;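 active = inhibition above the mean of all tested compounds plus 3 SD, set per campaign, cut at about 14% in these data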;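 also: inhibitors block serine hydrolase probe labeling of LYPLA1 so polarization falls; 0% = enzyme with DMSO and 100% = wells lacking LYPLA1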
# Target sequence (O75608 whole entry, looked up): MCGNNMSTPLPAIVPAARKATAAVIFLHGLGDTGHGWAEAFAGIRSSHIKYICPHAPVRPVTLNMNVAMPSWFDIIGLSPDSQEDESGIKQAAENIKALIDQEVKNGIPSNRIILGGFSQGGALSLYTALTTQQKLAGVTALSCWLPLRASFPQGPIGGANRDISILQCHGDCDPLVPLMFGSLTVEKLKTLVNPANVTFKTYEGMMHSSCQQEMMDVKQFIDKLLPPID
# Fam108B counter – mouse Fam108B serine hydrolase inhibitors, primary screen, counter-screen for RBBP9 inhibitor project, biochemical, fluorescence polarization. recombinant Fam108B, FP-Rh probe fluorescence polarization. inhibition, % at 9.51 µM. 0.33% of 300,000 active;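 active = inhibition above the screen mean inhibition plus 3 SD, computed separately per campaign, cut at about 18% in these data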;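 also: inhibitors lower polarization as less probe binds the enzyme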
# PME-1 primary – PME-1 inhibitors via competitive probe labeling, primary screen, biochemical, fluorescence polarization, FP-Rh probe, HTS | 0.53% of 320,000 active | recombinant PME-1 | AID 2130, 2009 | Protein phosphatase methylesterase 1 (Homo sapiens), Q9Y570 | inhibition, % at 5.9 µM;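 active = inhibition above the campaign mean of all compounds plus 3 SD, cut at about 26% in these data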;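 also: competitive labeling of PME-1 active site by serine hydrolase directed probe; 0% = PME-1 with DMSO and 100% = wells lacking PME-1 enzyme; inhibitors block probe labeling so polarization falls and inhibition rises; many of its hits are not listed in these tables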
# Target sequence (Q9Y570 whole entry, looked up): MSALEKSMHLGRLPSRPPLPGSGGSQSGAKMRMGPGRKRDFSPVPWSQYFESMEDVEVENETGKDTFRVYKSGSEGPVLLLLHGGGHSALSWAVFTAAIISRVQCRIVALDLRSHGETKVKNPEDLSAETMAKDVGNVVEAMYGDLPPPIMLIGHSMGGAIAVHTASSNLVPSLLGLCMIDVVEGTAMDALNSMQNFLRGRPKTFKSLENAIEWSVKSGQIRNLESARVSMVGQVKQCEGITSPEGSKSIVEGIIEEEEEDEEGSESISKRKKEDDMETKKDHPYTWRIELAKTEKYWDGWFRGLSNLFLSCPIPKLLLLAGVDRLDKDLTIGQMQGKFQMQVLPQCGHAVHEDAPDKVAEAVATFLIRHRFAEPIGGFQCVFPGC
# PAFAH1B3 inh – PAFAH1B3 enzyme inhibitors, primary screen, biochemical, fluorescence polarization, human; recombinant PAFAH1B3, FP-rhodamine probe; inhibition, % at 3.39 µM; 0.28% of 340,000 active; AID 492972, 2010;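 active = inhibition above the screen-wide average of all tested compounds plus 3 SD, cut at about 25% in these data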;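 also: 0% = enzyme with DMSO only and 100% = wells lacking PAFAH1B3 protein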
# PAFAH2 FP inh – PAFAH2 enzyme inhibitors, primary screen, biochemical, fluorescence polarization, human; Platelet-activating factor acetylhydrolase 2, cytoplasmic (Homo sapiens), Q99487; recombinant PAFAH2, FP-rhodamine activity probe; inhibition, % at 3.39 µM; 0.99% of 340,000 active; AID 492956, 2010;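 active = inhibition above the mean over all tested compounds plus 3 SD, cut at about 30% in these data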;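 also: inhibitors block probe labeling of enzyme so polarization drops; 0% = enzyme with DMSO and 100% = wells lacking PAFAH2 protein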
# pPAFAH inh – pPAFAH enzyme inhibitors, primary screen, biochemical, fluorescence polarization, human; Platelet-activating factor acetylhydrolase (Homo sapiens), Q13093; recombinant pPAFAH, FP-rhodamine probe fluorescence polarization; inhibition, % at 3.39 µM; 1.5% of 330,000 active;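 active = inhibition above the mean inhibition across the screen plus 3 SD, cut at about 25% in these data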;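 also: inhibitors block binding of the rhodamine activity-based probe so polarization drops; 0% = enzyme with DMSO and 100% = wells lacking pPAFAH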
# Target sequence (Q13093 whole entry, looked up): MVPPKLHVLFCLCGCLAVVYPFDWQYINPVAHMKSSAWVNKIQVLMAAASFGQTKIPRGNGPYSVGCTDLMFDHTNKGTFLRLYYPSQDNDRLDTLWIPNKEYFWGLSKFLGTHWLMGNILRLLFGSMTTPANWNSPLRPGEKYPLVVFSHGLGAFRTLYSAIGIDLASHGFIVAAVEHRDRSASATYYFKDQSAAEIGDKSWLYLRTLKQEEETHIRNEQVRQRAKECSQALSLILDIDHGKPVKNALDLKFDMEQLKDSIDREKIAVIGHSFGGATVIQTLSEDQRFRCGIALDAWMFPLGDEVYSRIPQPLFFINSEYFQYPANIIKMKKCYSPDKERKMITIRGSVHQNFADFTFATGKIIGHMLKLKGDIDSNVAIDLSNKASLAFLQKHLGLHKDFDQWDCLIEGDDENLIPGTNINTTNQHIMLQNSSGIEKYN
# PAD4 FP inh – human PAD4 inhibitors, primary screen, biochemical, fluorescence polarization, 1536-well format | Protein-arginine deiminase type-4 (Homo sapiens), Q9UM07 | recombinant PAD4, RCA probe fluorescence polarization | inhibition, % at 6.36 µM | 0.41% of 330,000 active | AID 485272, 2010;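 active = percent inhibition above a cutoff equal to the mean of all tested compounds plus 3 SD, cut at about 15% in these data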;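 also: 0% = PAD4 with RCA probe and DMSO and 100% = probe without PAD4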
# GSTO1 counter – inhibitors of recombinant GSTO1, primary screen, counter-screen for RBBP9 inhibitor project, biochemical, fluorescence polarization | Glutathione S-transferase omega-1 (Homo sapiens), P78417 | activity-based probe fluorescence polarization | inhibition, % at 5.96 µM | 1.1% of 300,000 active;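 active = inhibition above the campaign mean inhibition plus 3 SD, cut at about 35% in these data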;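 also: 0% = GSTO1-1 with DMSO and 100% = wells lacking GSTO1-1 enzyme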
# Active calls of the source: *; . = not tested or not shown; & = joins results of further samples.
SMILES,PAFAH1B2 FP inh,LYPLA1 counter,Fam108B counter,PME-1 primary,PAFAH1B3 inh,PAFAH2 FP inh,pPAFAH inh,PAD4 FP inh,GSTO1 counter
COc1ccc(C(CC(=O)NCc2ccccc2)C(C)C)cc1 (stereo not drawn),7,0,-1,7,1,-5,-2,1,-5
Cn1c(=O)c2c(nc(NCCCO)n2Cc2cccc(Br)c2)n(C)c1=O,8,-4,-1,4,8,4,5,1,-1
Cn1cc(/C=C/c2cc[n+](C)cc2)c2cc(Cl)ccc21,3,7,2,-6,5,-4,-5,-4,-3
Cc1cccc2cc3c(nc12)-c1ccccc1C3=O,2,-2,3,1,17,-3,1,0,-5
CCc1ccc(-c2nc(CN3CCC(C(=O)NCc4ccco4)CC3)c(C)o2)cc1,.,0,-3,3,.,.,7,2,-8
O=C(N/N=C1\C(=O)c2cccc3cccc1c23)c1ccc(O)cc1,-9,-7,-10,-1,-6,-13,8,-4,2
O=C(COC(=O)c1ccccc1C(=O)N1CCN(c2ccc(F)cc2)CC1)NCc1ccccc1,4,-1,-1,3,12,20,8,1,-1
COc1ccc(/C=C2\CCCC(C(=O)C(F)(F)F)=C2O)cc1,6,-2,0,-5,7,1,-5,2,-4
Cc1nnnn1/C(=C\c1ccccc1)C(=O)OCC(=O)Nc1ccc(Cl)cc1F,4,0,-5,2,-13,6,3,-5,-1
Cc1cc2c(c(=O)n1CC1CCCO1)C(c1ccco1)C(C#N)=C(N)O2 (stereo not drawn),6,-1,3,5,10,0,7,-2,-8
CC(=O)Nc1ccc(S(=O)(=O)N2CCC(NC(=O)C(Cc3cccn3C)NC(C)=O)CC2)cc1 (stereo not drawn),-6,0,1,-4,9,-6,3,-1,-9
Cc1nc2c(oc3ccccc32)c(=O)o1,-2,-2,-2,1,12,-5,2,0,7
COc1ccc(N2CCN(C(=O)c3cccc(F)c3)CC2)c([N+](=O)[O-])c1,3,-1,2,-5,5,4,6,1,-6
COc1ccc(Cc2nnc(N/N=C/c3ccc(O)cc3O)[nH]c2=O)cc1OC,3,-1,3,2,12,9,0,-3,-3
COc1ccc(CC(=O)Nc2ccc3c(c2)CCC3)cc1OC,5,2,-2,0,6,-6,-1,-4,7
O=C(O)CSc1cccc2cccnc12,-4&4,-2&1,0&-2,-6&-3,16&-2,-2&8,-1&-3,1&1,16&7
COc1ccccc1OCC(=O)/C=C1/N(C)c2ccccc2C1(C)C,0,-1,0,2,8,0,2,-3,5
COc1ccc(C(=O)Nc2ccc3c(c2)nc(CCNC(=O)c2ccco2)n3C)cc1,6,-2,4,-3,1,2,-3,-2,-4
O=C(Cc1ccccc1)NCC(=O)N1CCCC1,-1,-5,5,-5,1,2,-1,0,7
CCCNC(=O)c1ccccc1NC(=O)c1ccc2c(=O)n3c(nc2c1)CCC3,2,-10,-8,-9,0,-10,-9,-3,-22
CCOC(=O)C1=C(CSc2nc(C)cc(C)c2C#N)OC(N)=C(C#N)C1c1ccccc1 (stereo not drawn),6,-3,-2,-3,-1,7,-5,-4,3
COc1ccc(C(=O)O/N=C/c2ccc(S(=O)c3ccc(Cl)cc3)nc2)cc1 (stereo not drawn),0,2,-5,4,-2,17,4,2,1
CCN(Cc1cc2cc(OC)ccc2[nH]c1=O)C(=O)c1ccncc1,0,1,-1,-4,-2,-10,-4,-4,-1
COc1cccc(-n2nnnc2SCC(=O)Nc2ccc(C(C)=O)cc2)c1,0,-2,-7,-5,3,-4,4,-1,-7
CCCCCOc1ccc(C(=O)CCC(=O)Nc2ccc(NC(C)=O)cc2)cc1,-1,-3,-6,-1,3,10,5,3,-2

# Arranged by SMILES length (largest number first): part of the list above.
SMILES,PAFAH1B2 FP inh,LYPLA1 counter,Fam108B counter,PME-1 primary,PAFAH1B3 inh,PAFAH2 FP inh,pPAFAH inh,PAD4 FP inh,GSTO1 counter
O=C(COC(=O)c1ccccc1C(=O)N1CCN(c2ccc(F)cc2)CC1)NCc1ccccc1,4,-1,-1,3,12,20,8,1,-1
COc1ccc(N2CCN(C(=O)c3cccc(F)c3)CC2)c([N+](=O)[O-])c1,3,-1,2,-5,5,4,6,1,-6
CCCNC(=O)c1ccccc1NC(=O)c1ccc2c(=O)n3c(nc2c1)CCC3,2,-10,-8,-9,0,-10,-9,-3,-22
Cn1cc(/C=C/c2cc[n+](C)cc2)c2cc(Cl)ccc21,3,7,2,-6,5,-4,-5,-4,-3

# Retrieved by structure from the entries so far, six records:
SMILES,PAFAH1B2 FP inh,LYPLA1 counter,Fam108B counter,PME-1 primary,PAFAH1B3 inh,PAFAH2 FP inh,pPAFAH inh,PAD4 FP inh,GSTO1 counter
CCCNC(=O)c1ccccc1NC(=O)c1ccc2c(=O)n3c(nc2c1)CCC3,2,-10,-8,-9,0,-10,-9,-3,-22
COc1ccc(/C=C2\CCCC(C(=O)C(F)(F)F)=C2O)cc1,6,-2,0,-5,7,1,-5,2,-4
COc1ccccc1OCC(=O)/C=C1/N(C)c2ccccc2C1(C)C,0,-1,0,2,8,0,2,-3,5
O=C(O)CSc1cccc2cccnc12,-4&4,-2&1,0&-2,-6&-3,16&-2,-2&8,-1&-3,1&1,16&7
COc1ccc(Cc2nnc(N/N=C/c3ccc(O)cc3O)[nH]c2=O)cc1OC,3,-1,3,2,12,9,0,-3,-3
CCOC(=O)C1=C(CSc2nc(C)cc(C)c2C#N)OC(N)=C(C#N)C1c1ccccc1 (stereo not drawn),6,-3,-2,-3,-1,7,-5,-4,3

# Next section
SMILES,PAFAH1B2 FP inh,LYPLA1 counter,Fam108B counter,PME-1 primary,PAFAH1B3 inh,PAFAH2 FP inh,pPAFAH inh,PAD4 FP inh,GSTO1 counter
C=CCNC(=O)COC(=O)/C=C/c1cccs1,1,-1,7,-1,6,49*,-2,-2,-7
CC1CCCCN1C(=O)/C=C/c1ccccc1[N+](=O)[O-] (stereo not drawn),2,-4,0,2,4,8,-1,-3,3
Cn1c(=O)c(C(=O)COC(=O)c2cc(-c3ccco3)nc3ccccc23)c(N)n(CC2CC2)c1=O,.,-24,-3,-33,.,.,7,-13,-11
CCN(CC)N=Nc1cccc(NC(C)=O)c1,5,-1,3,-2,3,1,1,0,5
Cc1cc(C(=O)Nc2ccc(F)cc2C)cs1,3,0,-1,-1,6,-4,0,1,-3
Cc1cccc2sc(NC(=O)c3ccc(OCC4CCCO4)cc3)nc12 (stereo not drawn),-1,-17,-11,-36,2,-7,10,1,-14
CCOC(=O)c1cc(S(=O)(=O)N2CCc3ccccc32)cn1C,2,1,3,0,4,4,1,-1,-6
CCCn1c(SCC(=O)Nc2cccc(C(=O)OC)c2)nnc1-c1cccnc1,2,0,2,-1,0,13,1,-4,-4
O=C(NCC1CC1)c1onc(CSc2ccc(F)c(F)c2)c1C(=O)NCC1CC1,3,-6,-1,-1,10,2,5,-3,0
C/C(=N\NC(=O)c1ccc(Cl)cc1)c1ccc(Br)s1,9,-3,-6,-1,4,1,4,-2,0
O=C(COC(=O)Cn1cnc2ccccc2c1=O)Nc1ccccc1OC(F)F,0,.,.,.,6,8,1,0,.
COc1ccc2cc(CCNC(=O)CCc3ccccc3)c(=O)[nH]c2c1,-1,-5,0,10,2,3,1,-2,-1
COC(=O)c1cc(C(=O)c2ccc(Cl)cc2)n2c(=O)/c(=C\N(C)C)sc12,3,-1,3,-1,2,-9,10,-3,2
Cc1occc1-c1nnc(SCC(=O)Nc2ccccc2)n1C(C)c1ccccc1 (stereo not drawn),2,0,4,-1,7,8,4,-5,-5
O=C(CSc1oc(-c2ccco2)nc1S(=O)(=O)c1ccc(F)cc1)NCC1CCCO1 (stereo not drawn),8,0,3,2,3,5,0,-4,-3
COC(=O)c1ccccc1NC(=O)C(C)NS(=O)(=O)c1ccc(OC)cc1 (stereo not drawn),-8,-1,1,2,6,4,1,2,1
COc1cccc(-c2nn(-c3ccccc3)cc2C(=O)NCC(=O)O)c1,0,1,4,1,0,2,1,0,-4
CC(=O)NC(c1ccccc1)c1cccnc1 (stereo not drawn),3,0,-3,2,-6,-2,7,-6,5
CCOc1ccc(NC(=O)c2ccco2)cc1,8,-1,-2,0,14,3,2,-6,-2
CN(C)C(=O)N1CCN(C(=O)c2ccco2)CC1,3,7,1,1,-2,-6,-8,-2,1
Cc1cc(C)c2c(n1)sc1c(=O)n(-c3ccccc3)c(=O)[nH]c12,9,-3,-4,-5,3,8,0,5,-5
CCc1nnc(NS(=O)(=O)c2ccc(NC(=S)NC(=O)c3ccc(Br)cc3)cc2)s1,0,-7,-5,-8,-1,-10,-7,-3,-3
O=C(c1cc(Sc2cccc(Cl)c2)nc2ccccc12)N1CCN(c2ccccn2)CC1,-1,-7,0,13,0,-1,10,-2,-10
O=C(NCC1CCCCC1)c1cc(S(=O)(=O)N2CCOCC2)ccc1F,5,2,.,-1,7,-6,8,2,.
COc1ccc(C2C(C(=O)Nc3ccc4c(c3)OCCO4)c3ccccc3C(=O)N2C)cc1 (stereo not drawn),0,-1,-1,1,7,8,0,0,7
# Next section:
SMILES,PAFAH1B2 FP inh,LYPLA1 counter,Fam108B counter,PME-1 primary,PAFAH1B3 inh,PAFAH2 FP inh,pPAFAH inh,PAD4 FP inh,GSTO1 counter
O=C(Nc1cnn(C23CC4CC(CC(C4)C2)C3)c1)c1cnn2c(C(F)(F)F)cc(-c3ccco3)nc12,-1,1,-4,1,3,-2,-3,-2,2
C#CCOCCOCCOCCNc1nc(N2CCN(C(=O)[C@H]([C@@H](C)CC)n3cc([C@@H](N)CC(C)C)nn3)CC2)nc(N2CCN(C(=O)[C@H](Cc3cc4ccccc4[nH]3)n3cc([C@@H](N)Cc4ccc(O)cc4)nn3)CC2)n1,.,0,0,-1,.,.,5,-3,5
CCOc1ccccc1CNC(=O)C1CCC(=O)N1C(C)C (stereo not drawn),6,-2,0,-5,10,11,-2,-2,2
Cc1ccc(C(=O)NC(=S)N(C)C2CCCCC2)cc1,4,2,8,-1,-3,5,12,3,3
COCCN(C(=S)Nc1cc(C)cc(C)c1)C(C)c1cccnc1 (stereo not drawn),-1,-1,-8,-10,0,3,-2,-6,0
CCOc1ccc(-n2c(=O)[nH]c3sc4c(c3c2=O)CCCC4)cc1,1,0,2,3,7,-4,3,-2,-11
Cc1ccc(C2CC(=O)Oc3cc(O)ccc32)cc1 (stereo not drawn),24*,22*,15,23,34*,26,17,60*,27
O=C(CN1C(=O)/C(=C\c2cccc(Cl)c2)Oc2ccccc21)N1CCN(c2ccccn2)CC1,.,-3,4,-1,.,.,-3,5,3
Cc1ccc(NC(=O)c2nc[nH]c2C(=O)N[C@@H](CCCCNC(=O)OC(C)(C)C)C(=O)OC(C)(C)C)cc1,-19,-22,-23,-23,-9,-5,20,-3,-18

# An excerpt, so the mix of outcomes need not match the whole.
